Compound activity: PubChem, Broad Institute
XiGFP reactiv: reactivates the inactive X chromosome in mouse fibroblasts; 0.055% of 360,000 active; AID 743238; activation, % at 7.58 µM; XiGFP mouse fibroblasts, % GFP-positive cells imaging, 3 d; cells co-treated with 5-aza-dC sensitizer; scaled so ellipticine positive control = 100%;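 active means mean normalized replicate activation at least 10% and every replicate at or above 10%; inconclusive means only one of the two criteria met; inactive means mean below 10% and not all replicates reach 10%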;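 further: 0% = median of on-plate neutral control wells and 100% = ellipticine 6 µM median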
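System: 68-5-11 XiGFP fibroblast line; Timing: 3 days compound exposure; Compound dosing: one concentration, pinned; Benchmarks: positive control ellipticine, 6 µM final; Buffer or medium: DMEM containing 5-aza-dC.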
RAD52 anneal inh: blocks human RAD52 DNA annealing; 0.46% of 360,000 active; recombinant RAD52 DNA annealing, FRET fluorescence; inhibition, % at 18.7 µM; P43351;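 active means every replicate showing at least 50% inhibition; inconclusive means mean inhibition at least 50% but not in every replicate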
Target sequence (P43351 whole entry, looked up): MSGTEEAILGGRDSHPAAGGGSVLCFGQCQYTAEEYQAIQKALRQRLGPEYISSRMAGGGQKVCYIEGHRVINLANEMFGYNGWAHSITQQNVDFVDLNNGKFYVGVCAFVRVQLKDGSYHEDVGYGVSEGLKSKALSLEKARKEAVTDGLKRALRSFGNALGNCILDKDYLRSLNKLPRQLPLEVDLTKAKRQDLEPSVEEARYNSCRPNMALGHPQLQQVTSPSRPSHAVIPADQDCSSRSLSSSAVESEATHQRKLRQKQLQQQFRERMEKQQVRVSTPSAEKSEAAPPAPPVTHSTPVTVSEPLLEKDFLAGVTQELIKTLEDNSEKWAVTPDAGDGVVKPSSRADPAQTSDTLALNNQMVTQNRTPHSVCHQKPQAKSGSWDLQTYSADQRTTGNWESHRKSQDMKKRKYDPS
FN deposition inh: fibronectin deposition inhibition. AH1F fibroblasts, Alexa488-fibronectin deposition fluorescence, overnight. inhibition, % at 12.6 µM. 0.086% of 350,000 active;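 active means mean inhibition across replicates of 30% or more, regardless of how many single replicates reach that level; inconclusive means mean under 30% yet at least half of replicates reach 30%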;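 further: positive control wells lacked labelled fibronectin entirely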
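Measured by – fluorescence 485/525 nm · System – AH1F fibroblast monolayer, labelled fibronectin deposition · Amount – 10000 cells per well · Buffer or medium – serum-reduced DMEM (2% serum) · Doses – single dose, pinned · Also added – fluorescent fibronectin at 24 nM final · Schedule – 1 h cell attachment, overnight exposure to compound and label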
E-sel inducer: induces E-selectin expression in human endothelial cells | P16581 | HUVEC E-selectin immunofluorescence imaging; normalized: neutral wells 0, TNF-alpha wells 100 | activation, % at 7.58 µM | 0.37% of 260,000 active;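 active means mean E-selectin-positive cell signal at least 10% of the positive control, reached in at least 60% of replicates, without over 20% cell loss; inconclusive means no rule given, readout overlaps actives, possibly toxicity-flagged; inactive means the rest, including those meeting only one limit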;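 further: in these data hits start at about 27%; measured in HUVEC primary endothelial cells; signal is the percent of cells scored E-selectin positive by PE staining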
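System: HUVEC, human umbilical vein endothelial cells; quantity: 3,000 cells/well; buffer or medium: EGM-2 medium, gelatin-coated wells; dosing: single-point compound dose; detection: immunofluorescence imaging; evaluation: % PE-positive cells; benchmarks: TNF-alpha, DMSO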
S100A4 inh HTS: blocks human S100A4 binding to myosin IIA peptide; 0.14% of 360,000 active; P26447; inhibition, % at 10.7 µM; AID 652163; S100A4/TAMRA-MyoIIA peptide fluorescence polarization;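 active means mean inhibition of at least 70% across replicates, with every replicate also reaching that level; inconclusive means mean inhibition reaches 70% but some replicates fall short; inactive means mean inhibition below 70%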
Target sequence (P26447 whole entry, looked up): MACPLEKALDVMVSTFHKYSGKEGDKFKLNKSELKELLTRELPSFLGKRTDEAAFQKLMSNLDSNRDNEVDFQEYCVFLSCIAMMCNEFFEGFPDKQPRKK
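Material: S100A4 monomer protein | Medium: HEPES pH 7.2 with CaCl2, KCl, NaCl, DTT, Triton | Reagent: Labelled myosin peptide probe, 5 nM | Doses: One dose per compound | Times: 5 min incubation before reading | Benchmarks: Neutral control DMSO, positive control TFP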
esBAF inh: blocks esBAF chromatin remodeling in mouse ES cells; 2% of 350,000 active; Bmi1-luciferase knock-in reporter, 24 h; 100% = twice the neutral-well signal; reporter increase, % at 12.5 µM; in the data active means activation above about 40%; inconclusive means no clear call, values can overlap the other calls;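 further: 0% = median of the plate's neutral control wells and 100% = double that signal; a rise in the Bmi1 reporter signal indicates esBAF inhibition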
RAD54 inh: blocks human RAD54 Holliday junction branch migration; FAM/BHQ fluorescence; inhibition, % at 10.4 µM; 0.14% of 360,000 active; AID 602329;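 active means mean normalized replicate activity at least 40 and at least half of replicates scoring 40 or more; inconclusive means only one of the two criteria met; inactive means mean below 40 and under half of replicates reaching 40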;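 further: 0% = median of neutral control wells and 100% = median of positive control wells; inhibitors cause a drop in the FAM fluorescence signal; in these data hits start at about 50%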
EWS-Fli inh: blocks EWS/Fli oncoprotein-driven transcription. 0.67% of 350,000 active. inhibition, % at 12.6 µM. A673 NR0B1-luciferase reporter, viability-normalised;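 active means mean inhibition of at least 50% after viability correction, with every replicate also passing that limit; inconclusive means mean reaches 50% but only one of two replicates passes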;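 further: firefly luciferase signal divided by Alamar Blue viability fluorescence both relative to DMSO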
* hit, by the source's call; ? = inconclusive; nt = not tested or not shown.

SMILES	XiGFP reactiv	RAD52 anneal inh	FN deposition inh	E-sel inducer	S100A4 inh HTS	esBAF inh	RAD54 inh	EWS-Fli inh
O=C(OCc1c(F)cccc1Cl)c1cccc(S(=O)(=O)N2CCOCC2)c1	0.1	-5	3	nt	-2	-1	-5	3
Cc1ccc(C(=O)OCC(=O)c2cc(C)n(CC3CCCO3)c2C)cc1 (stereo not given)	0.0	-42	9	2.2	-23	nt	nt	-14
CCCOc1ccc(N2CC(C(=O)Nc3ccccc3OC)CC2=O)cc1 (stereo not given)	0.2	0	-27	0.2	-1	-3	21	3
C[C@@H]1CN([C@@H](C)CO)C(=O)Cc2cc(NC(=O)CCC(F)(F)F)ccc2O[C@H]1CN(C)Cc1ccccc1	0.8	6	nt	0.6	-4	1	7	-3
C/C(=N/Nc1ccccc1C(=O)O)c1cccs1	0.0	-6	-3	nt	3	?	-2	-49
C/C=C/c1ccc([C@H]2[C@@H](CO)N(CCC(F)(F)F)C23CN(C(=O)CC)C3)cc1	0.0	-21	nt	0.3	-2	nt	nt	6
COc1cccc(N2CCN(C(=O)CNC(=O)c3sc4ccccc4c3Cl)CC2)c1	0.0	-17	6	-0.8	4	-5	9	nt
Cc1ccc(C(=O)OCC(=O)NC(=O)Cc2ccccc2)c(O)c1	0.2	-8	4	5.5	-3	-8	-7	-4
CCOC(=O)C1(CC2CCCCO2)CCN(Cc2ccc(OC)cc2F)CC1 (stereo not given)	0.1	-5	3	nt	-4	8	nt	15
O=c1oc2ccccc2c(N2CCCCC2)c1[N+](=O)[O-]	0.0	-16	0	nt	0	nt	2	0
Cc1noc(C)c1S(=O)(=O)Nc1ccc2c(c1)C(=O)N([C@H](C)CO)C[C@H](C)[C@@H](CN(C)C(=O)c1ccccc1)OCCCC[C@H](C)O2	1.2	8	-1	0.7	-3	2	10	-5
CC(C)c1c(C(=O)N/N=C/c2ccoc2)nnn1-c1nonc1N	0.0	-20	-4	2.7	1	3	-6	nt
COc1ccccc1C(=O)NCC(c1ccco1)N1CCc2ccccc21 (stereo not given)	-0.1	-8	-1	2.9	4	nt	-9	3
c1ccc(-n2nnnc2NC2CCCCCC2)cc1	nt	-7	nt	nt	4	10	1	9
O=C1/C(=C/c2ccncc2)SC(=S)N1Cc1ccccc1	0.0	-13	0	nt	2	nt	nt	37
O=C(Nc1ccc(Cl)cc1)N1C[C@@H]2[C@H](c3ccccc31)[C@H](CO)N2C(=O)c1cccnc1	0.1	-7	1	0.2	-3	14	1	-26
OC(c1ccc(F)c(F)c1)c1nc(-c2cccs2)cs1 (stereo not given)	0.0	-11	3	0.3	-8	14	2	0
O=C(COC(=O)c1cncc(Br)c1)NC1CCCCC1	0.0	-27	-7	0.1	-10	nt	nt	5
COc1ccc2nc(N3C(=O)C(O)=C(C(=O)c4ccco4)C3c3ccccc3OC)sc2c1 (stereo not given)	0.0	-12	1	0.3	5	12	-2	nt
Cn1nc(C(=O)NCCc2ccc(S(N)(=O)=O)cc2)c2ccccc2c1=O	0.1	-14	2	nt	-4	-6	-11	-7
Cc1[nH][nH]c(=O)c1C(c1cc([N+](=O)[O-])ccc1O)c1c(C)[nH][nH]c1=O	0.1	-9	-1	nt	-8	nt	-1	20
Cc1cc(Nc2cccc(Cl)c2Cl)n2ncnc2n1	0.0	-2	-4	nt	0	3	-3	8
Cc1ccc(NC(=S)N2CCN(c3ncccn3)CC2)c(C)c1	-0.1	-17	-1	1.5	-5	nt	-3	-2
CCN1CCN(C(=S)Nc2ccc(Cl)c(Cl)c2)CC1	0.0	-5	10	-1.4	1	0	-2	-6
O=C(c1ccco1)N1CCN(S(=O)(=O)c2ccc(Cl)cc2)CC1	0.0	0	15	0.3	4	4	1	10
(more compounds)
SMILES	XiGFP reactiv	RAD52 anneal inh	FN deposition inh	E-sel inducer	S100A4 inh HTS	esBAF inh	RAD54 inh	EWS-Fli inh
COc1ccc(NC(=O)COC(=O)c2ccc(OCc3ccc(Cl)cc3Cl)c(OC)c2)c(OC)c1	0.5	-10	13	1.3	-4	nt	nt	2
C[C@H]1CN([C@@H](C)CO)C(=O)Cc2cc(NC(=O)Cc3cn(C)c4ccccc34)ccc2O[C@@H]1CN(C)Cc1ccc(Cl)c(Cl)c1	0.0	-16	nt	-5.8	-2	7	3	10
COC(=O)c1ccccc1NC(=O)Nc1cc(C)ccn1	0.0	-9	10	nt	-11	6	nt	2
C[C@@H]1CN([C@H](C)CO)S(=O)(=O)c2ccc(C#Cc3cccnc3)cc2O[C@H]1CN(C)CC1CCOCC1	-0.8	6	-1	-0.2	-10	-2	-4	3
CC(C)NC(=O)N(C)C[C@H]1OCCCC[C@H](C)Oc2ccc(NC(=O)c3ccccc3)cc2C(=O)N([C@H](C)CO)C[C@@H]1C	0.0	7	nt	-0.5	-7	nt	-1	nt
O=S(=O)(Cc1ccccc1)Cc1cnc(Cl)s1	0.1	-5	-6	-1.7	-2	3	3	5
O=C(Cc1ccccn1)N1CC(=O)N2[C@H](C1)[C@H](c1ccc(C#CCC3CCCC3)cc1)[C@@H]2CO	0.0	0	7	0.2	-1	nt	nt	-10
CCN(CC)S(=O)(=O)c1ccc(C(=O)NNC(=O)c2csc(N3CCOCC3)n2)cc1	0.0	-8	0	2.7	-8	nt	-2	-2
CCOC(=O)c1ccc(N(C(=O)c2ccco2)C(C(=O)NC2CCCCC2)c2ccncc2)cc1 (stereo not given)	0.4	-19	-5	35*	8	5	-5	13
Nc1cccc(C#Cc2ccc3c(=O)c4ccccc4oc3c2)c1	-0.1	-17	-7	0.6	-4	53*	-5	-49
COCC(=O)N(C[C@H]1N[C@H](CO)[C@H]1c1ccc(-c2ccccc2)cc1)C(C)C	0.0	-5	-7	0.0	-4	2	1	-6
COC(=O)c1cc2occc2n1CC(=O)Nc1ccc(OC)c(OC)c1	nt	-5	nt	nt	-1	-6	-2	nt
COc1ccc(/C=C/C(=O)NC2CCCCC2C)cc1 (stereo not given)	0.2	1	-2	0.2	1	25	0	-18
CC(C)NC(=O)N(C)C[C@@H]1Oc2ccc(NC(=O)CCCCCC(=O)Nc3ccccc3N)cc2C(=O)N([C@@H](C)CO)C[C@H]1C	-0.1	-5	nt	2.8	-53	-2	4	4
C[C@@H]1CN([C@H](C)CO)C(=O)c2cc(C#CCN(C)C)cnc2O[C@H]1CN(C)Cc1ccccn1	0.3	-24	4	-0.1	30	3	6	-6
O=C(NCCC1=CCCCC1)C(=O)NCC1OCCCN1S(=O)(=O)c1cc(F)ccc1F (stereo not given)	0.2	-9	1	nt	1	-18	-2	8
O=C(Nc1ccccc1)c1nc[nH]c1C(=O)NCCCNC(=O)c1[nH]cnc1C(=O)Nc1ccccc1	1.3	-22	-3	0.7	-1	-5	-3	5
Cc1ccccc1S(=O)(=O)/N=C(/c1ccccc1)N1CCOCC1	0.0	-8	3	nt	0	-5	nt	10
C[C@H](O)C#Cc1cnc2c(c1)C(=O)N([C@H](C)CO)C[C@H](C)[C@H](CN(C)Cc1cncnc1)O2	1.8	5	nt	0.3	-1	0	-3	-8
COc1ccc(N(CC(=O)NCc2ccc(C)cc2)S(=O)(=O)c2c(C)nn(C)c2C)cc1	-0.1	-11	-3	nt	-1	nt	nt	-13
CCN(CC)C(=O)/C(=C\c1ccncc1)NC(=O)c1ccccc1	0.3	-10	-6	nt	1	nt	nt	-11
CCN(CC(=O)NCc1cccs1)S(=O)(=O)c1ccc(NC(C)=O)cc1	0.0	-2	4	3.2	4	-7	nt	-4
COc1ccc2c3c([nH]c2c1)[C@@H](CO)N(CC1CC1)CC31CN(S(=O)(=O)c2cccc(F)c2)C1	0.2	7	nt	0.0	-6	nt	nt	2
C[C@H](CO)N1C[C@H](C)[C@@H](CN(C)C(=O)Nc2ccccc2)Oc2ccc(NC(=O)CCN3CCOCC3)cc2CC1=O	0.0	-17	nt	-0.2	-5	-1	-12	-6
O=C(NC(C(=O)c1ccccc1)c1ccccc1)c1ccccc1 (stereo not given)	0.5	0	0	-0.1	0	41*	4	-12
Further results follow.
SMILES	XiGFP reactiv	RAD52 anneal inh	FN deposition inh	E-sel inducer	S100A4 inh HTS	esBAF inh	RAD54 inh	EWS-Fli inh
COc1cc(/C=C/C(=O)OC(C)C(=O)Nc2ccc(Cl)cn2)ccc1OC(F)F (stereo not given)	0.3	-13	9	0.0	5	4	7	3
Cc1ccc(C(=O)OCC(=O)NC2CCCC2)cc1	0.0	-4	-4	nt	1	9	-7	4
COc1ccc(C(=O)Nc2ccc3c(c2)C(=O)N(C)[C@H]2CC[C@H](CC(=O)NCC4CC4)O[C@@H]2CO3)cc1	0.0	-3	2	0.1	4	2	4	-8
COc1cccc(NC(=O)N2CC(=O)N3[C@H](C2)[C@@H](c2ccc(C#CC4CCCCC4)cc2)[C@@H]3CO)c1	0.0	-13	nt	-0.8	-7	nt	nt	-6
COC(=O)[C@@]1(C)[C@H]2C(=O)N(Cc3ccccc3)C(=O)[C@H]2[C@H]2CN=C(SCc3ccc(C#N)cc3)N21	-0.1	-9	0	0.8	-4	0	-6	-7
CC(C)[C@@H](C(=O)N1CCNCC1)n1cc(CCO)nn1	0.0	-30	-4	0.1	-6	0	-13	-2
Cc1ccc2nc(C3CCCCC3)c(Cc3cccc(F)c3)n2c1	-0.2	-20	-4	0.0	-4	-1	-14	-3
COC(=O)c1c(NC(=O)C(C)C)sc(C(=O)N2CCOCC2)c1C	0.0	-12	4	nt	-7	-3	-9	-10
O=C(C[C@@H]1CC[C@@H](NC(=O)Cc2cccnc2)[C@H](CO)O1)Nc1ccccc1	0.6	-7	nt	-0.3	0	nt	nt	7
O=C(C[C@@H]1C[C@H]2c3cc(NS(=O)(=O)c4ccc(F)cc4)ccc3O[C@H]2[C@H](CO)O1)NCc1ccc(Oc2ccccc2)cc1	0.1	-3	nt	0.7	8	-29	5	59*
CC1(C(=O)NCC2CCOCC2)Cc2c(-c3cccc(C(N)=O)c3)ccnc2O1 (stereo not given)	-0.2	-3	7	nt	3	2	-2	0
CC1=CC2=NC(=O)/C(=C/c3cccs3)C(=N)N2O1	0.0	-50	3	7.2	2	nt	nt	-5
C[C@H]1CN([C@@H](C)CO)C(=O)c2cc(NC(=O)CCN3CCOCC3)ccc2O[C@H]1CN(C)Cc1ccc(C(F)(F)F)cc1	-1.1	-23	-6	4.2	-6	-1	-4	nt
CCCNC(=O)CCCCn1c(=S)[nH]c2c([nH]c3ccc(OC)cc32)c1=O	0.0	-5	-2	nt	-3	nt	nt	-3

Only RAD54 inh, esBAF inh and EWS-Fli inh, for three of the compounds above:
| structure | RAD54 inh | esBAF inh | EWS-Fli inh |
| --- | --- | --- | --- |
| CC1=CC2=NC(=O)/C(=C/c3cccs3)C(=N)N2O1 | nt | nt | -5 |
| C[C@H]1CN([C@@H](C)CO)C(=O)c2cc(NC(=O)CCN3CCOCC3)ccc2O[C@H]1CN(C)Cc1ccc(C(F)(F)F)cc1 | -4 | -1 | nt |
| CCCNC(=O)CCCCn1c(=S)[nH]c2c([nH]c3ccc(OC)cc32)c1=O | nt | nt | -3 |
